# Screens (PubChem BioAssay)
# M4 ag: CHRM4 agonism in calcium assay; P08173; CHO-K1 hM4/Gqi5, Fluo-8 calcium fluorescence; vehicle 0%, full acetylcholine response 100%; activation, % at 3 µM; actives 0.14% (n = 360,000);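 active = activation above the run mean over all test wells plus 3 SD, cut at about 32% in these data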;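 note: peak over basal fluorescence ratio per well then scaled between controls; 0% = DMSO wells and 100% = acetylcholine at EC100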
# CRFBP-R2 block: blocks CRF-induced signaling of the CRF-BP/CRF-R2 complex | HEK293 CRF-R2/CRF-BP, CRF-induced calcium fluorescence | inhibition, % at 11.8 µM | actives 0.59% (n = 350,000) | AID 588475;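 active = inhibition of the ligand-induced calcium signal above about 50% at the single tested concentration, limit read from the data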
# IDE inh: inhibitors of human insulin-degrading enzyme in cells. inhibition, % at 5.59 µM. HEK cells, FAbetaB cleavage, fluorescence polarization. actives 0.41% (n = 320,000);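 active = percent inhibition above the average of all tested compounds plus 3 SD, set per screening campaign, cut at about 16% in these data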;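 note: IDE supplied by intact live HEK cells; FP after avidin binding of uncleaved biotin substrate so inhibition keeps polarization high; 0% = DMSO wells and 100% = 60 µM reference IDE inhibitor Ii1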
# Target sequence (P14735 whole entry, looked up): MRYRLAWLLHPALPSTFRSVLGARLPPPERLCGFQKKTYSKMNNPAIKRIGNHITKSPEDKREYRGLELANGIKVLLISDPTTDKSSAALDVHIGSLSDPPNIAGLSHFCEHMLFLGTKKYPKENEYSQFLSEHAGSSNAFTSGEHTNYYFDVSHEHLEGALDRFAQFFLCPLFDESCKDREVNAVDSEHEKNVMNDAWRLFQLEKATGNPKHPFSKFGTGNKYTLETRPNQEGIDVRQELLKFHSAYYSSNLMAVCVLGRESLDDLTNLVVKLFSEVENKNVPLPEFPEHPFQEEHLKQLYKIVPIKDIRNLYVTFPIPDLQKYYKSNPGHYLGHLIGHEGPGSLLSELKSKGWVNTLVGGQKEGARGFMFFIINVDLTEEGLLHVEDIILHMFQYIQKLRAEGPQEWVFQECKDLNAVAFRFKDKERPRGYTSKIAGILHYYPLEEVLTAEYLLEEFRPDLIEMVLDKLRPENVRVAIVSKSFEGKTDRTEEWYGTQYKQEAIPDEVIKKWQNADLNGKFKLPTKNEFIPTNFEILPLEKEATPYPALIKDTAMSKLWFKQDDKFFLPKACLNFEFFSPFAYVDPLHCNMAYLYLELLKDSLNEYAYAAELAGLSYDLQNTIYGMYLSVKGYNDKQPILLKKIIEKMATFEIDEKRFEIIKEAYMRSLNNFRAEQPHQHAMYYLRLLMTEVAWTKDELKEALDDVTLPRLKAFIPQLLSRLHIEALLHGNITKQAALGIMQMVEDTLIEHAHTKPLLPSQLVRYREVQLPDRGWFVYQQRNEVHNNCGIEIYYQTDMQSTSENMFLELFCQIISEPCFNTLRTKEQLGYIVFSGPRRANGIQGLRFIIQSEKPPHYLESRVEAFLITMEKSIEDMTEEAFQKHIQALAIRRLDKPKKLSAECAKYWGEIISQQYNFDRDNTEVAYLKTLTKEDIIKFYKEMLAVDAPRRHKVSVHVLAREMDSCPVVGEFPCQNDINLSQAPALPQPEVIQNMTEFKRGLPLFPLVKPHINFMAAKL
# M4 antag: CHRM4 antagonism in calcium assay; inhibition, % at 3 µM; AID 624125; P08173; actives 0.73% (n = 360,000); CHO-hM4 cells, ACh EC80, Fluo-8 calcium fluorescence;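 active = inhibition above its plate's cutoff, the mean inhibition of sample wells plus 3 SD, cut at about 27% in these data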;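 note: 0% = acetylcholine EC80 with DMSO and 100% = DMSO without agonist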
# M5 antag: antagonists of human muscarinic M5 receptor (CHRM5) | CHO-hM5 cells, Fluo-8 calcium fluorescence, ACh EC80 | inhibition, % at 3 µM | actives 0.59% (n = 360,000);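 active = inhibition above a per-plate cutoff, the mean of that plate's test compounds plus 3 SD, cut at about 27% in these data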;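 note: 0% = acetylcholine EC80 with DMSO and 100% = DMSO without agonist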
# M5 ag: CHRM5 agonism in calcium assay | P08912 | actives 0.19% (n = 360,000) | AID 624037 | activation, % at 3 µM | CHO-K1 hM5 cells, Fluo-8 calcium fluorescence; 0% DMSO wells, 100% maximal acetylcholine response;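 active = activation above the run's mean over test compounds plus 3 SD, cut at about 23% in these data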;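 note: signal is peak over basal fluorescence ratio across the kinetic read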
# M4 PAM: positive allosteric modulators of human muscarinic M4 receptor. P08173. CHO-K1 hM4/Gqi5, Fluo-8 calcium fluorescence, ACh EC20; 0% = ACh EC20, 100% = maximal ACh. activation, % at 3 µM. actives 0.4% (n = 360,000);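 active = activation above its plate's cutoff, the mean activation of sample wells plus 3 SD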; note: some results filed as inactive read as strong as hits
# CHRM5 PAM: potentiates acetylcholine response at human M5 receptor; P08912; CHO-K1 hM5, Fluo-8 calcium, ACh EC20 PAM; 0% = ACh EC20, 100% = ACh EC100; activation, % at 3 µM; actives 0.3% (n = 360,000); AID 624038;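 active = activation above the run cutoff, the mean activation of all test compounds plus 3 SD, cut at about 18% in these data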
#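 System: CHO-K1 cell line with stable human muscarinic M5 receptor expression | Also added: EC20 acetylcholine as agonist stimulus | Compound: One concentration, 3 µM final (nominal) | Timing: Fluo-8 loading 80 min at 37 °C plus 30 min room temperature | Measured by: Fluo-8 calcium dye fluorescence, kinetic read | Read-out basis: % activation, ACh-normalized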
# CRFR2-BP ag: agonists of human CRF-binding protein/CRF-R2 receptor complex; HEK293 CRF-R2/CRF-BP, calcium dye fluorescence (FLIPR); percent of saturating CRF peptide response; activation, % at 13.2 µM; actives 0.46% (n = 350,000); AID 588473;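 active = activation of at least 50%, plus an integration ratio under a set limit after plate pattern correction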;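 note: plate controls were neutral control wells without compound for no effect and CRF at EC100 for full effect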
# Starred values were filed as active, the others as inactive; / = no result given.
SMILES,M4 ag,CRFBP-R2 block,IDE inh,M4 antag,M5 antag,M5 ag,M4 PAM,CHRM5 PAM,CRFR2-BP ag
CCOC(=O)c1ccc(S(=O)(=O)NCC(C)(C)N2CCOCC2)cc1,1,1,4,-3,-2,-6,-7,0,-0.4
CC1Cc2ccccc2N1CC(=O)Nc1ccc2c(c1)OCO2 (stereo unspecified),1,19,-3,10,5,1,-6,-1,2.1
Cc1ccc2nc3n(c(=O)c2c1)-c1cc2ccccc2cc1C(=O)NC3Cc1ccc(O)cc1 (stereo unspecified),12,20,/,3,1,2,-7,3,4.6
CCCCCn1c(C(Cc2ccccc2)NC(=O)COC)nc2ccccc21 (stereo unspecified),-1,5,-2,-11,1,-4,2,-3,0.3
CCOc1cc(/C=N/n2c(COc3ccccc3)n[nH]c2=S)ccc1O,0,-1,8,10,9,-2,-2,-2,-3.6
CCNC(=O)CC1C(=O)N(CC)C(=S)N1NC(=O)c1cccnc1 (stereo unspecified),6,2,5,-2,7,2,-9,-6,-0.4
C/C(=N\NC(=O)c1c(Cl)cnn1C)c1cccc(NC(=O)C(C)C)c1,1,-6,6,-13,-5,-2,27,4,-2.1
COc1ccc2cc3c(N)nn(C(=O)c4ccccc4[N+](=O)[O-])c3nc2c1,1,-52,5,0,10,-1,-7,-6,-2.2
CC(C(=O)N(C)C1CCS(=O)(=O)C1)N1C(=O)/C(=C/c2ccco2)SC1=S (stereo unspecified),1,8,1,2,-10,-1,10,6,1.4
CCCCN(C(=O)C1CC(=O)N(c2ccc(CC)cc2)C1)c1c(N)n(CCC)c(=O)[nH]c1=O (stereo unspecified),1,-3,/,7,2,0,6,-3,4.7
COc1ccc(C2=NN(C(N)=S)C(c3ccco3)C2)cc1 (stereo unspecified),2,-9,-4,1,1,3,-1,4,2.6
CC(=O)c1sc(NC(=O)C2COc3ccccc3O2)nc1C (stereo unspecified),4,-12,0,-19,1,2,12,1,-0.4
CC(C)CNC(=S)N1CCC(c2nc(-c3ccc(F)cc3)no2)CC1,12,3,3,7,11,2,-14,-22,1.1
C=CCn1c(=O)c(C(=O)NCCNCC)c(O)c2ccccc21,3,-9,10,-14,-10,-4,10,1,2.8
CCC1CC2CC(NC(C)=O)C1C2 (stereo unspecified),1,-17,-2,5,-8,-1,11,-4,0.9
Cc1ncc([N+](=O)[O-])n1Cc1ccccc1,1,21,-2,1,7,-3,10,-1,-4.1
COc1ccc(Nc2nc(N)c(C(=O)c3ccc(F)cc3)s2)cc1,1,-17,5,-10,1,1,1,-4,-0.8
Cc1cccc(C(=O)N[C@H](C(=O)Nc2nc3ccccc3[nH]2)C(C)C)c1,-1,-23,2,0,10,-4,8,4,3.0
CCOC(=O)N1CCN(C(=O)COc2cccc3c2CCN(CC)C3=O)CC1,1,1,0,-7,-11,5,12,10,3.4
O=C(COC(=O)c1cc([N+](=O)[O-])ccc1N1CCOCC1)Nc1ncc(Cl)cc1Cl,2,-1,-6,3,14,-4,0,-6,-0.9
COc1cccc(C(=O)Nc2nnc(Cc3ccc(OC)c(OC)c3)s2)c1,1,-26,7,-8,5,3,6,-2,-5.8
O=S(=O)(c1ccccc1)c1cnn2c(C(F)(F)F)cc(-c3ccc(F)cc3)nc12,0,4,-8,-6,-1,1,17,0,0.6
O=S(=O)(Nc1nccs1)c1ccc2c(c1)OCCO2,1,-3,3,0,-9,1,-2,2,-0.3
CC(O)CNc1ccc(-c2n[nH]c(=O)c3ccccc23)cc1[N+](=O)[O-] (stereo unspecified),3,-31,-2,-5,12,-1,-7,-6,-1.0
COc1ccc(CC(=O)NCC2CCCN(Cc3ccc(SC)cc3)C2)cc1 (stereo unspecified),1,-3,4,-3,-4,-10,-5,17,0.2
CCOC(=O)C1=C(C)Nc2ncnn2C1c1ccc2c(c1)OCO2 (stereo unspecified),-1,-4,-2,-4,8,0,2,-3,1.4
CCC(C)c1ccccc1NC(=O)COC(=O)CCc1cc(OC)c(OC)c(OC)c1 (stereo unspecified),2,-5,2,8,-3,1,-1,-1,1.7
C=CCc1ccc(OCc2ccc(C(=O)O)o2)c(OC)c1,19,5,-1,7,16,1,-13,-12,-0.3
CN(C)C=NC(=O)c1cc(C(=O)c2ccc(F)cc2)c[nH]1,2,4,3,-10,5,1,5,4,2.2
CCS(=O)(=O)N1N=C(c2ccccc2)CC1c1ccc2nccnc2c1 (stereo unspecified),4,5,4,-6,-1,1,-7,-4,-0.5
COc1ccc(C(=O)Nc2cc(C)on2)cc1OC,2,-7,2,2,3,0,2,-1,-2.5
CN(C)CCC(O)(c1ccccc1)c1ccccc1,1,8,6,26,17,-7,-17,-18,-1.4
O=C(O)c1ccc(-c2ccc(OS(=O)(=O)c3ccccc3F)cc2)cc1,0,-1,0,4,3,-3,1,0,4.2
COc1ccccc1Nc1nc(-c2c(C)nc3ncccn23)cs1,8,17,/,12,14,1,-19,-18,0.0
Cc1ccc2cccc(OCc3nnc(SCC(=O)O)n3C)c2n1,0,7,6,2,-7,0,-5,0,-1.0
Cc1ccc(NC2CCCN(C(=O)c3ccoc3C)C2)cc1C (stereo unspecified),1,2,/,-1,-16,-2,-2,6,-2.5

# Arranged by heavy-atom count (falling): some entries from above
SMILES,M4 ag,CRFBP-R2 block,IDE inh,M4 antag,M5 antag,M5 ag,M4 PAM,CHRM5 PAM,CRFR2-BP ag
CCC(C)c1ccccc1NC(=O)COC(=O)CCc1cc(OC)c(OC)c(OC)c1 (stereo unspecified),2,-5,2,8,-3,1,-1,-1,1.7
O=C(COC(=O)c1cc([N+](=O)[O-])ccc1N1CCOCC1)Nc1ncc(Cl)cc1Cl,2,-1,-6,3,14,-4,0,-6,-0.9
O=S(=O)(c1ccccc1)c1cnn2c(C(F)(F)F)cc(-c3ccc(F)cc3)nc12,0,4,-8,-6,-1,1,17,0,0.6
COc1ccc(CC(=O)NCC2CCCN(Cc3ccc(SC)cc3)C2)cc1 (stereo unspecified),1,-3,4,-3,-4,-10,-5,17,0.2
COc1cccc(C(=O)Nc2nnc(Cc3ccc(OC)c(OC)c3)s2)c1,1,-26,7,-8,5,3,6,-2,-5.8
CCS(=O)(=O)N1N=C(c2ccccc2)CC1c1ccc2nccnc2c1 (stereo unspecified),4,5,4,-6,-1,1,-7,-4,-0.5
CC(O)CNc1ccc(-c2n[nH]c(=O)c3ccccc23)cc1[N+](=O)[O-] (stereo unspecified),3,-31,-2,-5,12,-1,-7,-6,-1.0
Cc1ccc2cccc(OCc3nnc(SCC(=O)O)n3C)c2n1,0,7,6,2,-7,0,-5,0,-1.0
Cc1ccc(NC2CCCN(C(=O)c3ccoc3C)C2)cc1C (stereo unspecified),1,2,/,-1,-16,-2,-2,6,-2.5
C=CCc1ccc(OCc2ccc(C(=O)O)o2)c(OC)c1,19,5,-1,7,16,1,-13,-12,-0.3
COc1ccc(C(=O)Nc2cc(C)on2)cc1OC,2,-7,2,2,3,0,2,-1,-2.5

# The list goes on:
SMILES,M4 ag,CRFBP-R2 block,IDE inh,M4 antag,M5 antag,M5 ag,M4 PAM,CHRM5 PAM,CRFR2-BP ag
COc1ccc(/C=N/n2cnnc2)cc1Oc1nc(Cl)ncc1F,1,-11,0,0,0,7,4,4,1.2
CCCCN(C(=O)CSc1nc2ccccc2s1)c1c(N)n(CCCC)c(=O)[nH]c1=O,2,-7,-3,4,6,2,2,1,-2.9
CCOc1ccc(NC(=O)CN(C)C(=O)c2cccc(S(=O)(=O)N3CCN(C)CC3)c2)cc1OCC,0,-3,/,-4,7,0,8,3,-0.7
CC(Oc1ccc(Cl)cc1Cl)c1ccnc(N)n1 (stereo unspecified),1,-27,1,4,-6,-2,-5,-2,-1.2
COCCNC(=S)N/N=C/c1ccc([N+](=O)[O-])cc1,1,-15,-2,9,1,1,-1,2,4.2
COc1cc(OC)c(N2CC(C(=O)Nc3cc(Cl)ccc3N3CCOCC3)CC2=O)cc1Cl (stereo unspecified),8,-13,0,-10,3,3,4,-3,9.3
NS(=O)(=O)c1ccc(NC(=O)CSc2ccc3ccccc3n2)cc1,5,-29,5,9,-3,3,-5,-2,2.1
Cn1cc(CN2CCN(CC(C)(C)C)C(CCO)C2)c2ccccc21 (stereo unspecified),1,-12,1,3,-6,-1,-4,9,0.2
N#Cc1ccccc1NC(=O)COC(=O)COc1ccccc1[N+](=O)[O-],2,21,-1,4,10,-1,-5,3,-5.6
O=C(Nc1ccccc1Cl)c1ccc(Cl)cc1Cl,-1,23,-2,0,-8,-3,-4,5,-4.0
CC1CCC2C(=O)N(c3cc(Cl)ccc3OC(=O)c3ccco3)C(=O)C2C1 (stereo unspecified),6,-7,/,4,3,2,-1,2,-1.0
Brc1cccc(-c2nnc3n2CCCCC3)c1,0,-1,6,-1,0,-13,-6,1,1.5
CC(=O)c1cc(F)ccc1OCC(=O)N1CCCc2ccccc21,3,-8,-2,-2,7,-2,-6,-4,0.9
CCc1ccc(NC(=O)CSc2nc3ccccc3nc2N2CCCCC2)cc1,0,17,1,-8,1,1,5,0,-1.9
C/C(N)=C(/C#N)C(=O)CSc1nc2cc(Cl)ccc2c(=O)n1Cc1ccco1,0,-15,5,-2,6,-1,0,9,2.9
CCCOc1ccc(C2/C(=C(\O)c3c(C)[nH]c(C(=O)OC)c3C)C(=O)C(=O)N2CCN(C)C)cc1 (stereo unspecified),0,-2,-3,-1,3,-1,3,-11,-1.9
Cc1ccc2cc(CN(c3ccccc3C)S(=O)(=O)c3ccccc3)c(=O)[nH]c2c1,0,-19,5,8,11,-2,-2,0,0.6
CCCCn1c(N)c(N(CCC(C)C)C(=O)CC2CCCCC2)c(=O)[nH]c1=O,0,8,0,-6,4,0,-6,5,3.1
Cc1ccc(CN(C(=O)c2c(F)cccc2F)C2CC(C)(C)NC(C)(C)C2)o1,1,-6,1,7,-6,-4,-8,-3,0.2
CCOC(=O)N1CCN(C(=O)c2ccc(CN(c3ccc(C)c(C)c3)S(C)(=O)=O)cc2)CC1,0,8,2,2,8,1,3,4,-1.0
COc1cccc(-c2noc(N)c2C#N)c1,1,7,2,9,5,-1,-1,0,1.1
CCO[C@@H]1OC(C(=O)Nc2ccccc2)=C[C@H](c2ccc(C(F)(F)F)cc2)[C@H]1CCCO,5,-7,2,-6,13,-7,-5,-4,2.0
Cc1ccc(NCc2nc(SCC(=O)Nc3ccccc3)n[nH]2)cc1,1,19,2,5,-16,7,2,6,-0.9
